Bioassay records deposited in PubChem BioAssay by Sanford-Burnham Center for Chemical Genomics.
SENP8 inh – human SENP8 protease inhibitors, primary screen, biochemical, fluorescence, Nedd8 protein substrate, uHTS; Sentrin-specific protease 8 (Homo sapiens), Q96LD8; recombinant SENP8; inhibition, % at 20 µM; hit rate 0.64% among 360,000; AID 602440, 2012; in the data active = inhibition mostly above about 40%, no sharp cut-off; inactive = mostly below about 27%
hIAP act – human IAP activators, primary screen, biochemical, luminescence, uHTS; Intestinal-type alkaline phosphatase (Homo sapiens), P09923; purified human IAP, CDP-Star luminescence, 30 min; active compounds read high; 1 = vehicle-only enzyme, 0 = enzyme-free background; activation factor at 10 µM; hit rate 0.16% among 330,000; AID 2524, 2010;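 active = activation factor of the enzyme at least 2-fold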; note: the source names both 10 and 20 µM as test concentration; values of inactives mirror those of a sister screen read the other way
Target sequence (P09923 whole entry, looked up): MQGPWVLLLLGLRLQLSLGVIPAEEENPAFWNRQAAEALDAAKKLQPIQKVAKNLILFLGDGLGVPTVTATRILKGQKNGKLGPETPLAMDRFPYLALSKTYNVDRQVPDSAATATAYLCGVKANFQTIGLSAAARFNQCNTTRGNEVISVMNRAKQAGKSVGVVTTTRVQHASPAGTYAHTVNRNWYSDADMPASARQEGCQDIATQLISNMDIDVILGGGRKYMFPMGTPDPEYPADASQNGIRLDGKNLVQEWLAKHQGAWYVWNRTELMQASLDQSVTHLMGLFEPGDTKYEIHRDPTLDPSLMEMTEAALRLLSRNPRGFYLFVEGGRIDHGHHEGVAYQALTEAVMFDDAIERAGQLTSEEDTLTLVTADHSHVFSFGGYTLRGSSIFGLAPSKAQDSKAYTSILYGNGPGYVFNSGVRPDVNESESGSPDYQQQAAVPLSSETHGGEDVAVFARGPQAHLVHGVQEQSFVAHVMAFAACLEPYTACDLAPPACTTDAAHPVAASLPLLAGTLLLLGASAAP
ATG4B inhibitor – ATG4B protease inhibitors, primary screen, biochemical, fluorescence, uHTS; Cysteine protease ATG4B (Homo sapiens), Q9Y4P1; ATG4B cleavage of LC3-PLA2, NBD-HPC fluorescence, 1 h; inhibition, % at 8.33 µM; hit rate 0.51% among 340,000; AID 504462, 2011; in the data active = inhibition above about 40%
Target sequence (Q9Y4P1 whole entry, looked up): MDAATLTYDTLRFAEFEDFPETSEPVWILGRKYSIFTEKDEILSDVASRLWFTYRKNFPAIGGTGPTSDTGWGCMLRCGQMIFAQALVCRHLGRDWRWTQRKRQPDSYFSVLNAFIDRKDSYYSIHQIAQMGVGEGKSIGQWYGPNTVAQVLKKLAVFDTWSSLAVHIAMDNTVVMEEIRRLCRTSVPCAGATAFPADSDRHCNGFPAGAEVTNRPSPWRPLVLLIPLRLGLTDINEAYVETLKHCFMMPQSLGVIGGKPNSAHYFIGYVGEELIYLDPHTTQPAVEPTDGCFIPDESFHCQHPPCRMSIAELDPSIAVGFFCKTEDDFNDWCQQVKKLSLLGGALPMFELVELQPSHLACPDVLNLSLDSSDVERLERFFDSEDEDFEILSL
SENP6 inh – SENP6 protease inhibitors, primary screen, biochemical, luminescence, uHTS; Sentrin-specific protease 6 (Homo sapiens), Q9GZR1; Recombinant SENP6 catalytic domain, aminoluciferin luminescence; inhibition, % at 10 µM; hit rate 1.8% among 330,000;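 active = inhibition above about 50% at the single tested dose, limit read from the data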;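 note: plate controls were DMSO wells with enzyme for no effect and DMSO wells lacking enzyme for full effect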
PfGluPho inh – PfG6PD enzyme inhibitors, primary screen, biochemical, fluorescence intensity, uHTS | PfGluPho enzyme, NADPH resazurin-diaphorase fluorescence | inhibition, % at 20 µM | hit rate 0.78% among 350,000 | AID 504690, 2011;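 active = inhibition reaching at least a set limit at 20 µM in the primary screen, cut at about 59% in these data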;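 note: 0% = DMSO wells with substrate and 100% = DMSO wells lacking glucose-6-phosphate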
GRIN3A LBD mod – binders of NR3A ligand-binding domain, primary screen, biophysical, differential scanning fluorimetry, uHTS | Glutamate receptor ionotropic, NMDA 3A (GRIN3A) ligand-binding domain | NR3A LBD differential scanning fluorimetry, Tm shift; 0% = protein alone, 100% = glycine-bound protein | Tm shift relative to glycine control, % at 25 µM | hit rate 2.5% among 340,000;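 active = melting temperature shift of at least 10% of the positive control shift, at one fixed dose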
SENP1 inh – human SENP1 catalytic domain inhibitors, primary screen, biochemical, FRET, uHTS. hit rate 0.21% among 360,000. recombinant SENP1 catalytic domain, CyPet-SUMO1-YPet FRET cleavage. inhibition, % at 10 µM. AID 624204, 2012;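 active = inhibition at least 30% at 10 µM, raw YFP signal under a set limit, fluorescence ratio 0.5 to 1.5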;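 note: 0% = enzyme with DMSO and 100% = no enzyme wells; some results filed as inactive read as strong as hits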
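Test system: human SENP1 catalytic domain; medium: Tris pH 8 buffer plus EDTA, NaCl, BME, BSA, NP40, catalase; incubation: 50 min reaction at room temperature; technique: FRET, CFP and YFP emission; controls: no-enzyme low control and enzyme-plus-DMSO high control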
MPTP block – mitochondrial permeability transition pore inhibitors, primary screen, biochemical, isolated mouse mitochondria, absorbance; Ca2+ swelling absorbance, 30 min; inhibition, % at 10 µM; hit rate 1.4% among 360,000; AID 602449, 2012;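 active = inhibition of 50% or more, scaled per plate between neutral and stimulator controls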;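 note: 0% = DMSO wells given calcium and 100% = 1 mM EGTA wells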
Numbers without * were called inactive; x = not tested or not shown.

SMILES	SENP8 inh	hIAP act	ATG4B inhibitor	SENP6 inh	PfGluPho inh	GRIN3A LBD mod	SENP1 inh	MPTP block
COc1ccc(-n2nc(C(=O)NCC(=O)NCCC3=CCCCC3)c3ccccc3c2=O)cc1OC	-28.2	0.969	-10.1	-1.7	7.6	-0.6	-1.1	0.0
C#CCNC(=O)c1ccc(OCc2ccccc2)cc1Cl	10.8	1.05	2.7	75.1*	4.3	-0.7	-1.2	-1.0
CCOC(=O)C1=C(N)c2ccccc2CC1C(C)C (configuration not stated)	1.4	0.992	11.8	-10.1	33.0	1.0	2.0	0.9
COc1cc(C(=O)NCCC2=CCCCC2)ccc1OC1CCN(C(C)=O)CC1	-393.8	1.05	-0.2	-21.4	-12.4	0.8	0.1	-0.4
O=C1CS/C(=C/C(=O)c2cccc(Cl)c2)N1	5.9	0.965	-1.9	12.2	-43.4	-0.8	1.0	-0.2
CC(=O)c1ccc(N2CCN(S(=O)(=O)c3ccc4c(c3)NC(=O)CC(=O)N4)CC2)cc1	-126.2	1.16	-9.1	4.3	16.6	-0.8	-0.7	-0.5
O=C(NC1CCCCC1)/C(=N\O)c1ccccn1	7.9	0.991	-0.5	-6.7	-18.8	-1.1	-1.2	-1.1
O=C(/C=C/c1ccc(Cl)cc1Cl)N1CCN(c2ccc([N+](=O)[O-])c(N3CCOCC3)c2)CC1	22.4	0.79	-0.1	-16.6	19.9	-5.4	-0.6	28.2
Cc1ccc(C(=O)N/N=C/C=C/c2ccccc2)o1	-0.4	0.828	3.3	-3.7	-13.7	-16.1	-0.5	-0.7
CC(C)c1nc2sc3c(SCC(N)=O)ncnc3c2c2c1CCC2	8.5	1.1	3.5	4.0	1.1	-1.0	2.1	1.5
COc1cccc(-n2ccnc2SCC(=O)N2CCCc3ccccc32)c1	29.0	1.07	0.4	-2.2	8.2	-0.6	-1.7	1.4
C=CCN1C(=O)c2ccc(C(=O)NCCc3ccc(OC)c(OC)c3)cc2C1=O	12.4	0.899	3.7	-2.3	-14.8	4.6	1.0	-0.3
CCC1(C)Cc2c(sc3nc(SC)nc(N)c23)CO1 (configuration not stated)	-4.5	0.992	6.9	-12.7	-3.0	0.3	1.8	-0.6
Cc1cccc(C(=O)NN2S(=O)(=O)c3ccccc3S2(=O)=O)c1	2.1	1.02	8.1	7.8	-7.5	-1.2	1.8	-2.6
O=C1NC(=O)/C(=C/c2cccc([N+](=O)[O-])c2)N1	30.4	1.08	3.6	-3.9	-12.6	-8.2	0.9	-0.7
CC(=O)Nc1cccc(C(=O)N2CCN(S(=O)(=O)c3ccc(C4CCCCC4)cc3)CC2)c1	6.5	x	-6.3	x	7.1	-4.8	-1.1	0.8
COc1ccc(C)cc1NC(=O)c1ccccc1NS(=O)(=O)c1ccc(Cl)s1	5.0	0.953	-8.6	4.1	-64.2	16.8*	0.7	88.1*
CCOc1ccccc1N(C(=O)Nc1ccc(Cl)cc1)C1=NC(C)CS1 (configuration not stated)	11.6	0.936	-12.9	-23.4	-14.8	1.7	-1.5	39.4
Cc1csc2c(SCC(=O)NNS(=O)(=O)c3cccc(C(F)(F)F)c3)ncnc12	8.8	0.928	-5.1	-12.4	-12.3	0.8	-2.5	3.7
O=C(Nc1nc2ccccc2s1)C1CCN(S(=O)(=O)c2cc([N+](=O)[O-])ccc2Cl)CC1	14.9	0.952	-8.9	1.4	17.8	4.3	-0.6	95.4*
Cc1cc(Br)ccc1NC(=O)CN(C)C(=O)c1cc([N+](=O)[O-])ccc1N1CCOCC1	23.2	1.02	-8.6	-10.6	5.1	0.4	0.4	-0.4
CCCCN(CC)CCCNC(=O)CN1C(=O)CSc2ccc(S(=O)(=O)N3CCOCC3)cc21	-6.6	0.972	-6.0	3.7	-13.6	2.0	3.8	1.3
C=CCN(CC=C)CC(=O)Nn1c(C)ccc1C	9.6	x	-21.2	x	-5.9	-0.6	-1.5	-0.3
COc1cccc2[nH]c(=O)c(-c3ccccc3)cc12	-310.2	1.16	-11.9	-8.4	10.2	1.2	-2.7	3.6
CC(=O)c1ccc(OCC(O)Cn2nnc3ccccc32)cc1 (configuration not stated)	12.3	1.37	5.3	-23.9	-5.4	0.6	5.1	1.1
Cc1nn(CC(=O)Nc2nccs2)c(C)c1[N+](=O)[O-]	29.9	0.955	-3.6	-10.0	-0.4	1.7	-1.9	0.6
OC[C@H]1OC(O)C[C@@H](O)[C@@H]1O (some centres not stated)	16.7	0.922	0.1	1.2	-10.8	-2.2	0.6	-0.5
COCCNC(=O)/C(C#N)=C/c1nc(N(C)C)n(-c2ccc(F)cc2)c1Cl	-71.3	0.916	-3.6	-6.5	7.6	-0.9	-9.6	0.6
Cc1ccnc(NC(=O)c2ccc3c(c2)S(=O)(=O)c2ccccc2C3=O)c1	38.8	1.24	-7.7	87.4*	3.7	2.1	1.8	0.8
CC1CCCN(CCCNC(=O)c2cn(C)c3ccc(S(=O)(=O)N(C)C4CCCCC4)cc3c2=O)C1 (configuration not stated)	26.3	1.14	-4.5	18.6	2.7	-4.8	-0.9	-0.9
O=S(=O)(NCCOc1ccccc1)c1ccc2ccccc2c1	8.0	1.03	-0.5	-2.6	13.9	2.6	-0.5	4.8
COc1ccc(CCNC(=O)CN2C(=O)C(=O)N(C3CCCC3)C2=O)cc1OC	5.5	0.978	-41.0	4.4	13.5	-0.2	2.1	-1.1
O=C(NC1CCN(C(=O)C2CCCCC2)CC1)c1ccccc1	16.1	0.859	-2.9	-0.8	-12.1	-2.5	0.0	-2.4
O=C(N/N=C/c1ccc(Br)s1)c1c[nH]c2ccccc12	-18.9	1.04	31.4	6.8	2.7	25.1*	-2.0	2.5
O=C(NCCCN1CCOCC1)C1CCC(=O)N1CCc1ccccc1 (configuration not stated)	11.5	1.02	-4.8	-2.7	-6.1	1.1	1.5	0.3
CC(NCc1ccc(S(N)(=O)=O)cc1)C(=O)Nc1cccc(Cl)c1 (configuration not stated)	11.5	0.97	-2.9	-2.2	-3.2	-0.9	-0.9	0.8
Cc1nc2ccccc2n1S(=O)(=O)N(C)C	14.7	0.956	6.6	-7.9	20.4	1.1	0.6	-0.8
COP(C)(=O)c1c(C)nn(-c2ccccc2)c1C (configuration not stated)	25.9	1.03	-3.9	7.4	-7.0	0.1	0.6	-2.3
COc1ccccc1-c1nnc2n1N=C(c1ccc(OC(F)F)c(OCC3CC3)c1)CS2	3.8	1.07	-17.8	8.1	-6.1	20.6*	-0.4	-2.9
CCCC(=O)c1c[nH]c(C(=O)N2CCOCC2)c1	1.3	0.904	-8.9	11.8	1.7	1.1	4.9	-0.4

Fetched one by one from the entries so far (3):
SMILES	SENP8 inh	hIAP act	ATG4B inhibitor	SENP6 inh	PfGluPho inh	GRIN3A LBD mod	SENP1 inh	MPTP block
COP(C)(=O)c1c(C)nn(-c2ccccc2)c1C (configuration not stated)	25.9	1.03	-3.9	7.4	-7.0	0.1	0.6	-2.3
Cc1nn(CC(=O)Nc2nccs2)c(C)c1[N+](=O)[O-]	29.9	0.955	-3.6	-10.0	-0.4	1.7	-1.9	0.6
COCCNC(=O)/C(C#N)=C/c1nc(N(C)C)n(-c2ccc(F)cc2)c1Cl	-71.3	0.916	-3.6	-6.5	7.6	-0.9	-9.6	0.6

New compounds follow
SMILES	SENP8 inh	hIAP act	ATG4B inhibitor	SENP6 inh	PfGluPho inh	GRIN3A LBD mod	SENP1 inh	MPTP block
COCCNC(=S)N1CCC(Cc2ccccc2)CC1	10.8	1.02	2.3	-1.3	11.4	-0.7	2.5	0.2
O=C(NCCc1c[nH]c2ccccc12)C(=O)NCC(c1ccco1)N1CCN(c2ccccc2)CC1 (configuration not stated)	17.3	0.951	-3.6	-6.1	5.3	-16.5	0.6	-7.9
Cc1onc(-c2ccccc2)c1C(=O)NN1CCOCC1	15.9	1	1.2	-4.1	-15.9	1.0	-0.5	0.2
CCCn1nnnc1NCc1ccc(N2CCCC2)cc1	12.2	0.903	2.1	-1.3	6.5	0.9	-5.8	2.5
COc1cc(OC)nc(NC(=O)NS(=O)(=O)c2ccccc2Cl)n1	27.5	0.932	7.7	-14.2	-11.6	-4.6	0.7	-0.5
CN(Cc1c(C(=O)N/N=C/c2ccc(F)cc2)nnn1-c1nonc1N)C1CCCCC1	4.4	0.991	1.5	-12.4	2.1	-3.0	2.5	-0.3
O=C(CCn1c(=S)oc2ccccc21)Nc1ccccc1Br	12.4	1.09	-2.6	-28.1	9.5	8.4	0.9	0.0
CCCN1CCC(NC(=O)Cc2cccc(C)c2)CC1	13.5	0.897	5.8	6.9	-8.5	-1.2	-0.8	0.6
COc1ccc([C@H]2CC(=O)C=C(c3ccc(C)c4ccccc34)C2)cc1	-27.9	1.1	2.2	-19.4	-13.7	1.1	1.8	0.1
CS(=O)(=O)N(CC(=O)N1CCC(C(N)=O)CC1)Cc1ccc(Cl)c(Cl)c1	7.1	1.29	-3.2	-1.6	10.1	-1.6	-9.8	0.3
CC(O)(P(=O)(O)O)P(=O)(O)O	3.4	x	12.3	x	-40.7	-0.5	3.8	-3.6
O=C(Nc1cccc2ccccc12)c1nn(C23CC4CC(CC(C4)C2)C3)cc1[N+](=O)[O-]	16.7	1	-9.5	-11.1	6.0	0.1	0.4	0.0
CC(=O)Nc1nnc(COc2ccccc2)s1	-2.2	1.02	-13.7	1.4	5.8	-0.8	-0.3	0.6
CC(=O)Nc1ccc(NC(=O)COC(=O)c2ccc(S(=O)(=O)N(C)c3ccccc3)cc2)cc1	-10.2	x	-2.5	x	-1.5	-1.2	0.8	-1.2
CC(C)C(=O)Nc1nnc(CSCc2ccccc2F)s1	2.5	0.996	-10.1	-18.3	1.4	-1.2	-2.7	0.9
CCOc1ccc(N(CC(=O)Nc2cccc(F)c2)S(=O)(=O)c2c(C)noc2C)cc1	-5.6	0.961	11.2	-9.8	19.6	-6.3	0.0	-0.9
O=S(=O)(NCc1ccccc1)[C@@H]1CC2C=CC1C2 (some centres not stated)	6.8	1.12	3.9	-13.6	-1.8	-0.6	0.6	-1.5
COc1cc(S(=O)(=O)N2CCOCC2)cc(C(=O)c2nccn2C)c1OC	13.5	0.879	-6.7	6.4	-1.0	-0.5	-0.6	0.6
CCCN(CCC)C(=O)Cn1c(=O)n(CCCCC(=O)NC2CCCC2)c(=O)c2ccccc21	12.8	1.1	1.3	-11.3	-25.3	-1.7	1.6	-0.9
O=C(C1Cc2ccccc2CN1S(=O)(=O)c1ccc(F)cc1)N1CCCCCC1 (configuration not stated)	8.1	1.16	1.2	-4.0	-0.2	0.5	-1.5	1.7
Cc1ccc(NC(=O)CSc2nnc(Cc3ccccc3)c(=O)[nH]2)c(C)c1	2.5	0.962	5.1	-5.7	-38.2	4.8	2.8	0.9
C#CCOCCOCCOCCNc1nc(N2CCOCC2)nc(N2CCN(C(=O)[C@H]([C@@H](C)CC)n3cc(CCCCN)nn3)CC2)n1	10.6	1.1	-7.6	-6.1	-1.0	1.8	0.3	-0.9

Rewritten bar-delimited: 2 of the compounds above.
SMILES | SENP8 inh | hIAP act | ATG4B inhibitor | SENP6 inh | PfGluPho inh | GRIN3A LBD mod | SENP1 inh | MPTP block
CC(O)(P(=O)(O)O)P(=O)(O)O | 3.4 | x | 12.3 | x | -40.7 | -0.5 | 3.8 | -3.6
COCCNC(=S)N1CCC(Cc2ccccc2)CC1 | 10.8 | 1.02 | 2.3 | -1.3 | 11.4 | -0.7 | 2.5 | 0.2
